PGC1a acetyl inh: PGC1a acetylation modulation, inhibitor mode | inhibition, % at 15.6 µM | AID 651687 | U2OS PGC1a acetylation, AlphaScreen anti-acetyl-lysine; with virally co-expressed GCN5 acetyltransferase | 350,000 compounds, 0.17% hits;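 active = every replicate shows inhibition of at least 40%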;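 also: 0% = neutral control wells and 100% = positive control wells; some results beyond the cut were filed as inactive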
GSIS activator: GLuc luminescence reporter in INS-1E cells, primary screen for activators of glucose-dependent secretion of insulin; INS-1E GLuc reporter insulin secretion, 2-3 h; activation, % at 16.6 µM; 370,000 compounds, 0.61% hits; AID 743287;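 active = lowest replicate activation of at least 40%, so every replicate reaches that level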;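 also: 0% = median of neutral control wells and 100% = median of IBMX positive control wells; some compounds called inactive have numbers as strong as hits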
Cneo AK release: Cryptococcus neoformans lysis via adenylate kinase release. 360,000 compounds, 0.2% hits. lysis activity, % at 15 µM. C. neoformans lysis, adenylate kinase release luminescence, 4 h; normalised: neutral wells 0, clomiphene wells 100. AID 651654;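 active = mean lysis activity across replicates of at least 80%, whatever share of replicates individually reach that level; inactive = mean lysis activity below 80%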
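read-out = cell lysis signal | test system = log-phase Cryptococcus neoformans yeast cells | input = cells at 5 × 10^6 per mL | medium = fresh YPD growth medium | signal = luminescent adenylate kinase detection reagent | timing = 4 h at 37 °C static, read 1 h later | dosing = single dose | controls = Clomiphene as positive lysis control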
miR122 inh: blocks miR-122 activity in Huh7 sensor cells | Huh7 miR-122 Renilla luciferase sensor, 48 h; neutral wells = 0, positive control = 100 | activation (reporter increase), % at 12.5 µM | 340,000 compounds, 0.3% hits | AID 602342;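 active = mean replicate activation score at least 90 and every replicate individually at or above 90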;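 also: higher luciferase means less miR-122 activity so hits act as miR-122 inhibitors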
PglD DTNB: blocks C. jejuni PglD acetyltransferase activity; purified PglD enzyme, DTNB colorimetric CoA detection; inhibition, % at 12.5 µM; 360,000 compounds, 0.098% hits; AID 602405; in the data active = inhibition above about 16%, passing the limit was not always enough; also: strong numbers were not always called active
FN deposition inh: fibronectin deposition inhibition. inhibition, % at 12.6 µM. 350,000 compounds, 0.086% hits. AID 743247. AH1F fibroblasts, Alexa488-fibronectin deposition fluorescence, overnight;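 active = mean inhibition across replicates of 30% or more, regardless of how many single replicates reach that level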;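 also: positive control wells lacked labelled fibronectin entirely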
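Material: AH1F fibroblast monolayer depositing Alexa488-labelled fibronectin into matrix | Input: 10000 AH1F cells/well | Medium: DMEM plus 2% serum, read in PBS | Reagent: Alexa488-fibronectin, 24 nM final in well | Compound dosing: One dose per compound, pinned | Schedule: 1 h adhesion, overnight exposure | Measured by: Fluorescence at 485 nm excitation, 525 nm emission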
C2C12 statin: suppressors of simvastatin-induced myotoxicity in C2C12 myotubes | ATP luminescence, 48 h; scaled: DMSO 0, geranylgeraniol control 100 | rescue of ATP level, % at 7.49 µM | 330,000 compounds, 0.78% hits | AID 602340;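 active = mean ATP rescue above about 67%, or every replicate alone reaching that limit, limit read from the data, passing the limit was not always enough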;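 also: myotubes were challenged with 10 µM simvastatin during compound exposure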
F508del corr: correctors of CFTR F508del function in bronchial epithelial cells. activity (quench increase), % at 7.58 µM. CFBE cells, YFP halide quenching; stimulated with forskolin plus potentiator P3; % fluorescence drop versus neutral controls. 350,000 compounds, 0.36% hits;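 active = mean added fluorescence quench of at least 8% versus neutral control, with both replicates also reaching 8%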;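 also: cells transiently co-express mutant CFTR-F508del with the halide-sensitive YFP; corrector assay measuring rescue of mutant channel to the surface after 24 h compound exposure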
Numbers without * were called inactive; / = no result given; [ ] = remark or other dose.

SMILES	PGC1a acetyl inh	GSIS activator	Cneo AK release	miR122 inh	PglD DTNB	FN deposition inh	C2C12 statin	F508del corr
C[C@@H]1CN([C@H](C)CO)C(=O)Cc2cc(NC(=O)c3ccncc3)ccc2O[C@@H]1CN(C)CC1CC1	3	10	4	-1[16.7 µM]	-2	-1	1	-1.4
CN(Cc1ccccc1)C(=O)c1ccco1	4	-5	-1	-3	0	0	-5	-5.1
Cc1nc2ccccc2c(=O)n1-c1ccc(F)c(NS(=O)(=O)c2ccccc2F)c1	7	23	-1	1	1	-15	7	5.1
Cc1ccc(NC(=O)c2cc(-c3cccs3)nc3ccccc23)nc1	3	-9	/	/	/	0	/	-0.2
CN(C)CCNC(=O)c1ccc2c(=O)n(Cc3ccc(Cl)cc3)c(=S)[nH]c2c1	/	1	-2	/	10	-5	24	-1.4
O=C(Nc1cccc(F)c1)Nc1nnc([C@@H]2C[C@H](O)[C@@H](CO)O2)s1	-2	-3	-1	2	-3	3	2	-3.1
CN(C)C(CNC(=O)Cc1cccc(C(F)(F)F)c1)c1ccco1 (stereo unspecified)	5	-11	/	/	/	-1	/	-2.5
N=C1/C(=C/c2cccs2)C(=O)N=C2SN=C(SCc3ccccc3)N12	7	/	-2	1	5	1	-9	/
C[C@@H]1CCCCO[C@@H](CN(C)C(=O)c2ccccc2)[C@@H](C)CN([C@@H](C)CO)C(=O)c2cc(N(C)C)ccc2O1	11	18	-1	1[16.7 µM]	-1	/	-49	1.7
COc1ccc(-c2cnc(C(O)c3ccc(CN4CCCCC4)cc3)[nH]2)cc1 (stereo unspecified)	/	/	-1	-5	3	8	-4	-0.2

2 compounds picked at random from those above:
SMILES	PGC1a acetyl inh	GSIS activator	Cneo AK release	miR122 inh	PglD DTNB	FN deposition inh	C2C12 statin	F508del corr
COc1ccc(-c2cnc(C(O)c3ccc(CN4CCCCC4)cc3)[nH]2)cc1 (stereo unspecified)	/	/	-1	-5	3	8	-4	-0.2
Cc1ccc(NC(=O)c2cc(-c3cccs3)nc3ccccc23)nc1	3	-9	/	/	/	0	/	-0.2

Carrying on.
SMILES	PGC1a acetyl inh	GSIS activator	Cneo AK release	miR122 inh	PglD DTNB	FN deposition inh	C2C12 statin	F508del corr
CC[n+]1c(/C=C/c2ccc(OC)c(OC)c2)ccc2ccccc21	/	-1	-7	9	-6	-5	-20	2.7
COc1ccc(NC(=O)N2CC[C@@H]3[C@H]2c2cc(-c4cccc(F)c4)ccc2N(C)[C@H]3CO)cc1	6	7	-2	-2[16.7 µM]	-3	-11	4	-2.0
CCC(C)(C)n1nnnc1C(c1cc2cc(C)cc(C)c2[nH]c1=O)N1CCN(Cc2ccc3c(c2)OCO3)CC1 (stereo unspecified)	0	/	0	-7	0	10	-2	/
Cc1ccsc1C(=O)OCC(=O)N1CCOCC1	5	/	1	1	8	-2	14	/
Oc1ccc(CNc2ccc(F)cc2)c2cccnc12	11	-2	-3	1	3	/	/	/
Cc1noc(N)c1C(=O)Nc1ccc(F)c(Cl)c1	-2	/	-1	-2	-7	8	130*	/
CNC(=O)C[C@@H]1CC[C@H]2[C@@H](COc3ccc(NC(=O)c4ccccc4F)cc3C(=O)N2C)O1	9	3	51	-10[16.7 µM]	-2	-11	1	-2.5
O=C(NCc1ccco1)C1CC(c2ccc(Cl)cc2)=NO1 (stereo unspecified)	/	-9	3	-6	-3	4	-1	-0.7
S=c1[nH]c2cc3ccccc3cc2[nH]1	2	14	/	/	/	0	/	-2.3
O=C(CSc1nnc(-c2ccco2)o1)NCCc1ccccc1	-1	0	1	-5	-5	3	5	-3.3
C/C(=N\NC(=O)C1CC1)c1ccc(Cl)c(Cl)c1	-3	/	-1	-7	0	-12	-23	/
Cc1ccc2[nH]c(=O)c(-c3nc4ccccn4c3NCc3ccco3)cc2c1	/	/	2	-10	2	2	-6	/
O=C(N[C@H]1CC[C@@H](CCNS(=O)(=O)c2ccc(Cl)cc2)O[C@H]1CO)c1ccccn1	0	4	2	20[16.7 µM]	2	2	-18	2.3
C[C@H](CO)N1C[C@H](C)[C@H](CN(C)S(=O)(=O)c2ccccc2)Oc2ccc(NC(=O)CCC(F)(F)F)cc2CC1=O	1	15	-1	40[16.7 µM]	-8	/	-30	-1.5
CCOc1ccc(-c2nc(CCl)cs2)cc1OC	/	-2	-1	-16	-4	-8	22	0.6
Cc1ccc(N=C(NO)c2cnccc2C(F)(F)F)c(C)c1	/	10	1	/	2	0	-9	-0.5
CC(C)CCNC(=O)CN(C(=O)Cn1nnc(-c2ccc(F)cc2)n1)C1CCCC1	2	-17	-1	-7	2	-7	-2	/
O=C(c1ccc(C(F)(F)F)cc1)C1CCCN(C(=O)c2csnn2)C1 (stereo unspecified)	-3	6	-1	-4	7	2	-12	-2.6
Brc1cccc(-c2nc(-c3ccncc3)no2)c1	8	3	3	3	0	/	11	/
COc1ccc(CC(NC(C)=O)C(=O)NC2CCN(C(=O)c3cc(OC)c(OC)c(OC)c3)CC2)cc1 (stereo unspecified)	0	-17	/	/	/	3	/	-2.1

Three entries from above, sorted by formula weight, ascending:
SMILES	PGC1a acetyl inh	GSIS activator	Cneo AK release	miR122 inh	PglD DTNB	FN deposition inh	C2C12 statin	F508del corr
Cc1ccc2[nH]c(=O)c(-c3nc4ccccn4c3NCc3ccco3)cc2c1	/	/	2	-10	2	2	-6	/
N=C1/C(=C/c2cccs2)C(=O)N=C2SN=C(SCc3ccccc3)N12	7	/	-2	1	5	1	-9	/
Cc1nc2ccccc2c(=O)n1-c1ccc(F)c(NS(=O)(=O)c2ccccc2F)c1	7	23	-1	1	1	-15	7	5.1

Other structures:
SMILES	PGC1a acetyl inh	GSIS activator	Cneo AK release	miR122 inh	PglD DTNB	FN deposition inh	C2C12 statin	F508del corr
C[C@@H]1CN([C@H](C)CO)C(=O)c2cc(NC(=O)CCC(F)(F)F)ccc2O[C@@H]1CN(C)Cc1ccc(C(=O)O)cc1	-4	18	-1	7[16.7 µM]	0	/	1	1.2
C[C@@H]1CN([C@@H](C)CO)C(=O)c2cccc(NC(=O)c3cnccn3)c2O[C@H]1CN(C)Cc1ccc(-c2ccccc2)cc1	9	-38	1	-5[16.7 µM]	-1	/	29	0.7
COc1ccccc1NS(=O)(=O)c1ccc2oc(=S)[nH]c2c1	7	1	/	/	/	-1	/	-2.8
N#Cc1nc(-c2ccccc2)oc1NCCN1CCCCC1	0	/	10	-2	0	12	2	/
CN1CCN(C(=O)C[C@@H]2CC[C@@H](NS(=O)(=O)c3cccc(F)c3)[C@H](CO)O2)CC1	-2	1	-2	/	-1	-3	-3	1.5
O=C(Nc1ccccc1Cl)N1CCN(c2ccc3nnc(-c4ccc(F)cc4)n3n2)CC1	1	-30	2	-7	-1	5	27	/
CC[C@H](C)C(=O)N[C@H]1CCCN1C(=O)/C=C/c1ccccc1	17	0	3	-1	-2	5	-6	1.0
COc1ccc(NC(=O)Nc2ccc3c(c2)CC(=O)N([C@@H](C)CO)C[C@H](C)[C@H](CN(C)Cc2ccc4c(c2)OCO4)O3)cc1	3	-15	58	10[16.7 µM]	11	/	-12	0.6
COc1cc(OC)cc(-c2cc(N)n(S(=O)(=O)c3cccc4nsnc34)n2)c1	-4	3	/	/	/	9	/	2.1
Cc1ccc(S(=O)(=O)N2CCCCC2)cc1C(=O)NCc1ccc(S(N)(=O)=O)cc1	5	-4	-1	-3	2	-2	3	0.3

Rewritten in markdown: entries from further up.
| SMILES | PGC1a acetyl inh | GSIS activator | Cneo AK release | miR122 inh | PglD DTNB | FN deposition inh | C2C12 statin | F508del corr |
| --- | --- | --- | --- | --- | --- | --- | --- | --- |
| O=C(N[C@H]1CC[C@@H](CCNS(=O)(=O)c2ccc(Cl)cc2)O[C@H]1CO)c1ccccn1 | 0 | 4 | 2 | 20[16.7 µM] | 2 | 2 | -18 | 2.3 |
| C[C@H](CO)N1C[C@H](C)[C@H](CN(C)S(=O)(=O)c2ccccc2)Oc2ccc(NC(=O)CCC(F)(F)F)cc2CC1=O | 1 | 15 | -1 | 40[16.7 µM] | -8 | / | -30 | -1.5 |
| CCOc1ccc(-c2nc(CCl)cs2)cc1OC | / | -2 | -1 | -16 | -4 | -8 | 22 | 0.6 |
| Cc1ccc(N=C(NO)c2cnccc2C(F)(F)F)c(C)c1 | / | 10 | 1 | / | 2 | 0 | -9 | -0.5 |

(continued)
SMILES	PGC1a acetyl inh	GSIS activator	Cneo AK release	miR122 inh	PglD DTNB	FN deposition inh	C2C12 statin	F508del corr
CC(NC(=O)c1ccc(Cl)c(S(=O)(=O)NC2CC2)c1)c1ccco1 (stereo unspecified)	-14	-3	2	3	-5	7	-5	-0.1
Cn1ncc(Cl)c1C(=O)N1CCN(S(=O)(=O)c2cccs2)CC1	/	9	2	/	0	-8	0	0.5
CC1=CC(=C(C#N)C#N)C=C(C)N1Cc1ccccc1	-23	-4	/	-4	/	-3	7	0.9
Cc1noc(C)c1NC(=O)N(C)C[C@@H]1Oc2ccc(NC(=O)C3CCCCC3)cc2C(=O)N([C@H](C)CO)C[C@H]1C	6	-1	7	-6[16.7 µM]	-2	/	-5	-1.5
S=c1nc(SCc2ccccc2)[nH]c2ccccc12	0	3	/	/	/	-2	/	-1.7
Cc1ccc(S(=O)(=O)NC(CC(=O)N2CCc3ccccc32)c2ccco2)cc1 (stereo unspecified)	-7	/	2	73	2	/	-9	/
COCC(=O)N(C)C[C@@H]1Oc2ncc(C#C[C@@H](C)O)cc2C(=O)N([C@H](C)CO)C[C@H]1C	1	24	-9	7[16.7 µM]	0	-7	9	0.1
CN(C)CC#Cc1ccc([C@H]2[C@@H](CO)N3CCCCN(S(=O)(=O)c4ccccc4)C[C@H]23)cc1	-7	1	-1	4[16.7 µM]	-7	/	10	-1.0
C[C@@H]1CN([C@@H](C)CO)S(=O)(=O)c2ccc(C#Cc3cccc(F)c3)cc2O[C@@H]1CN(C)C(=O)CN1CCOCC1	1	-5	2	3[16.7 µM]	-3	11	6	0.6
O=c1[nH]c2ccccc2cc1-c1nnn(-c2ccccc2)n1	/	2	2	/	2	0	17	-1.3
O=C(c1ccccn1)N1CC[C@@H]2[C@H]1c1cc(-c3cccc(F)c3)ccc1N[C@@H]2CO	0	4	-8	-2[16.7 µM]	-1	-8	11	-0.3
Nc1nc(SCC(=O)Nc2cc(S(=O)(=O)N3CCOCC3)ccc2Cl)n[nH]1	/	14	-3	-4	7	/	2	-0.1
CCOc1ccc(N=C2NC(=O)C(CC(=O)Nc3ccccc3)S2)cc1 (stereo unspecified)	/	-10	3	0	4	-2	13	-3.3
C=CCNC(=O)c1onc(CSc2cccc(OC)c2)c1C(=O)O	0	-7	1	1	-3	-4	-3	-1.6
O=C(c1ccco1)N1CCN(c2cc(C(F)(F)F)nc3ncnn23)CC1	-1	/	-3	/	-1	/	4	/
NC(=O)c1ccc(NC(=O)COc2coc(CN3CCc4ccccc4C3)cc2=O)cc1	1	1	-6	/	1	1	-1	3.0
CO[C@@H]1CN(C)C(=O)c2ccc(NC(C)=O)cc2OC[C@@H](C)N(Cc2ccc(F)cc2)C[C@H]1C	7	-18	47	5[16.7 µM]	-2	-4	-8	3.4
C[C@H](CO)N1C[C@H](C)[C@H](CN(C)Cc2cccc(F)c2)Oc2cc(C#Cc3ccccn3)ccc2S1(=O)=O	-10	-22	-7	-20[16.7 µM]	0	/	-7	4.0
NC(=O)c1ccc(NC(=O)Cc2cccs2)cc1	2	6	3	6	-7	1	-5	-0.5
COc1cc(NC(=O)C2CCCCC2)c(OC)cc1NC(=O)CCC(=O)NCc1ccco1	-14	11	0	-7	6	-1	1	/
